Cav32 inh = blocks human Cav3.2 T-type calcium channel; Cav3.2-expressing cells, Fluo-4 calcium fluorescence FDSS; stronger effect = lower value; B-score at 10 µM; hit rate 4% among 100,000; AID 449739;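 active = single-dose well whose peak fluorescence ratio is a statistical outlier from its plate by either plate-standardised score or position-corrected B-score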
Target sequence (O95180 whole entry, looked up): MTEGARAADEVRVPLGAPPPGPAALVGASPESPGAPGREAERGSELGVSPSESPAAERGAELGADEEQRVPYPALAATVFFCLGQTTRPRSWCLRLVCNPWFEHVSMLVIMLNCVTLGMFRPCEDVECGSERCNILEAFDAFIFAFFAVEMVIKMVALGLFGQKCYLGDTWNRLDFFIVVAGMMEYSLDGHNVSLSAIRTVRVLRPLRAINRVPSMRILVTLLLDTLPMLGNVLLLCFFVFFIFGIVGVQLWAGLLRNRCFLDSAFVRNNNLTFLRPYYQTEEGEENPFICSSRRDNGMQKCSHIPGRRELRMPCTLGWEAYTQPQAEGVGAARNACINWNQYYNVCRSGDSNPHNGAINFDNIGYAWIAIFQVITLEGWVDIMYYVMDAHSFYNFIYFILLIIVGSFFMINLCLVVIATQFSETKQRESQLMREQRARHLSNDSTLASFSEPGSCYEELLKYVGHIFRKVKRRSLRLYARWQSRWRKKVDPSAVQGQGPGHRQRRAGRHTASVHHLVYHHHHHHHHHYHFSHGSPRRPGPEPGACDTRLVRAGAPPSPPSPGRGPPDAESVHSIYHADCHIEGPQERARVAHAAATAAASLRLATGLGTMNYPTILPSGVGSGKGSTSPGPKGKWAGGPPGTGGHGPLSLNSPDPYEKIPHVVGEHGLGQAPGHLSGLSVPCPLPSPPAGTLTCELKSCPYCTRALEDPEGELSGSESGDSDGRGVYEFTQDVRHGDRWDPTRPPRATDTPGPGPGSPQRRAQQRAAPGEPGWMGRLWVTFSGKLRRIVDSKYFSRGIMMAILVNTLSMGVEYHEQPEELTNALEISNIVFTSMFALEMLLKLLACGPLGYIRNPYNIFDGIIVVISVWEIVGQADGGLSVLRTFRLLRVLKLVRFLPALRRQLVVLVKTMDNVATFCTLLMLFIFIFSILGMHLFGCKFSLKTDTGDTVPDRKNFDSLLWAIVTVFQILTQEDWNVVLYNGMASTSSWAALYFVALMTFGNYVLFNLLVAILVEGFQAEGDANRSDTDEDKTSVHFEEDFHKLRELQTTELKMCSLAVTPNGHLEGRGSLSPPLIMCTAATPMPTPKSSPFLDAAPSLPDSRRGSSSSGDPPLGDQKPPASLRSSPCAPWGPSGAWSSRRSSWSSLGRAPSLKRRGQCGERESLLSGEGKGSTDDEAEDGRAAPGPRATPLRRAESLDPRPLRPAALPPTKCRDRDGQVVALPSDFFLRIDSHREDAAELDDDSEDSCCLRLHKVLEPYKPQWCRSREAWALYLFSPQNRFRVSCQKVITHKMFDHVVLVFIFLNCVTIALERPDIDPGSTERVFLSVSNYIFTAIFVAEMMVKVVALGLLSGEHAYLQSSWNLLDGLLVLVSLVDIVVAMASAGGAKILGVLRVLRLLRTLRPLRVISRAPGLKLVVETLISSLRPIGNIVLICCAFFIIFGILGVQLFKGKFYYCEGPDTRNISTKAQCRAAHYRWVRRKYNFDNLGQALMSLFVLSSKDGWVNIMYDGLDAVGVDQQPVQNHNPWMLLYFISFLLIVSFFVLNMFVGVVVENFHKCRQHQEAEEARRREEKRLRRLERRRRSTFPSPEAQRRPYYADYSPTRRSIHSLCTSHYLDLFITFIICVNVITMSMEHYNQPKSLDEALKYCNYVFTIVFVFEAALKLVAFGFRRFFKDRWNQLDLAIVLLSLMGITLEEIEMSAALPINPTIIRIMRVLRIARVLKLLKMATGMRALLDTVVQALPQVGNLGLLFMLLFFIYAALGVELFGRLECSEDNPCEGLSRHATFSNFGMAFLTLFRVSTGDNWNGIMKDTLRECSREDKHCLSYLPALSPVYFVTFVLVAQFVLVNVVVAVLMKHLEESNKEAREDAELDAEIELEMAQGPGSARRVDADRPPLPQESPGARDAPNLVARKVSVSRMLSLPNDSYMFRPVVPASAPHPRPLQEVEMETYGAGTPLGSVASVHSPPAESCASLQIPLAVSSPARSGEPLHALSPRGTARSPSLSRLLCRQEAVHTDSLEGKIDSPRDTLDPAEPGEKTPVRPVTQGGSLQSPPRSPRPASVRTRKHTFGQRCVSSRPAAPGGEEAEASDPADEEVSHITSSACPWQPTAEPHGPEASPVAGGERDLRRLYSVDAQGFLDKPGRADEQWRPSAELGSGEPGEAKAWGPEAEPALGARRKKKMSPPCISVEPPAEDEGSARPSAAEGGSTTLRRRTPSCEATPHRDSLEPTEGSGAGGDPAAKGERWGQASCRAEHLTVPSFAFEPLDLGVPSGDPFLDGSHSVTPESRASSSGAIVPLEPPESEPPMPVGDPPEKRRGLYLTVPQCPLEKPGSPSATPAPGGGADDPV
Active calls of the source: *.

SMILES	Cav32 inh
COc1cc(S(=O)(=O)N2CCN(c3ccccc3)CC2)ccc1Cl	0.286
CCCOc1ccc2ccccc2c1/C=N/n1cnnc1	-0.0916
CCCC(c1nnnn1C1CCCC1)N1CCN(c2ccccc2F)CC1 (stereo unspecified)	-4.33
Cc1cccc(C)c1N(CC(=O)Nc1cccc(N(C)S(C)(=O)=O)c1)S(C)(=O)=O	1.08
O=C(O)c1ccc(-n2c(-c3ccccc3)n[nH]c2=S)cc1	-0.47
Cc1ccc(NC(=O)C2CCCN(S(=O)(=O)c3c(C)noc3C)C2)nc1 (stereo unspecified)	0.0476
Cc1ccc(S(=O)(=O)NC(=O)COc2ccccc2C(N)=O)cc1	1.18
O=C1CC(Sc2nnc(-c3ccccc3)o2)C(=O)N1c1ccccc1 (stereo unspecified)	0.154
Cc1cccc(-n2ncc3c(NCc4cccnc4)ncnc32)c1	-1.04
CNC(=O)CSc1nc2nc(C)cc(C)n2n1	-0.241
CCOCCCN1CC(C(=O)NCCc2ccccc2)CC1=O (stereo unspecified)	-0.166
COc1ccc(NC(=O)CC(C)(C)C)c([N+](=O)[O-])c1	1.51
CCOC(=O)C1CCN(Cc2cn[nH]c2-c2ccccc2)CC1	-0.305
O=C(O)CSc1nnc(-c2ccncc2)n1C1CCCCC1	0.667
CC(C)C(=O)N1CCC2(CC1)Oc1ccc(Cl)cc1C(=O)C21CC(c2cccnc2)=NO1 (stereo unspecified)	-0.767
COc1ccc2[nH]c3c(N4CCC(O)(c5cccc(C(F)(F)F)c5)CC4)ncnc3c2c1	-2.28
CCOC(=O)C1CCCN(C(=O)C2CCN(S(=O)(=O)c3cnc[nH]3)CC2)C1 (stereo unspecified)	0.637
CCC(=O)Nc1cccc(C2=NOC3(C2)C[C@H](C(N)=O)N(C(=O)Cc2ccc([N+](=O)[O-])cc2)C3)c1 (stereo partly specified)	-1.06
S=C1NCCOCCOCCOCCOCCN1	0.293
COc1cc(C)c(Cl)cc1S(=O)(=O)n1ccnc1C	-0.195
Cc1ccc(OCCCOc2cccc3cccnc23)cc1C	-2.02
COc1ccc2cc(CN(CCCN3CCOCC3)Cc3nnnn3C3CCCCC3)c(=O)[nH]c2c1	-0.0322
Cc1cc(C)c(CSc2ncc(-c3ccc([N+](=O)[O-])cc3)[nH]2)c(C)c1	-1.97
O=S(=O)(NCC(c1cccnc1)N1CCN(c2ccccc2F)CC1)c1cccs1 (stereo unspecified)	0.863
CCOC(=O)Nc1cc(Br)c2c(c1)OCCO2	1.15
Cc1ccccc1OCC1CN(CN2CCOCC2)C(=O)O1 (stereo unspecified)	-0.162
O=C(CSc1nnc(-c2ccc(NS(=O)(=O)c3ccccc3)cc2)o1)NCC1CCCO1 (stereo unspecified)	0.954
O=C(COC(=O)c1cc(S(=O)(=O)N2CCOCC2)cs1)c1ccccc1	2.06
COC(=O)c1cn(C)c2ccc(S(=O)(=O)N3CCCCC3)cc2c1=O	0.0204
CCCCc1nc(S(=O)(=O)c2ccc(Cl)cc2)c(N2CCOCC2)o1	-2.8
Cc1nn(Cc2ccccc2)c(C)c1NC(=O)CCC(=O)O	-0.0285
Clc1ccc(-c2cn3cccnc3n2)cc1	1.44
CCCn1c(C)cc(C(=O)COC(=O)c2ccc(Cl)c(S(=O)(=O)N3CCCC3)c2)c1C	-1.97
O=C(Cc1ncc(C(F)(F)F)cc1Cl)N1CCN(c2cccc(Cl)c2)CC1	-1.06
O=C(CCC1CCCC1)N1CCC(N2CCN(c3ccccc3)CC2)CC1	0.598
Cc1cccc2cc(C(c3nnnn3C(C)(C)C)N(Cc3ccco3)CC3CCCO3)c(=O)[nH]c12 (stereo unspecified)	-1.06
Cc1cc2ccccc2n1CCNC(=O)Cc1cccc2ccccc12	-1.46
N#CCCn1c(SCC(=O)N2CCN(S(=O)(=O)c3ccccc3)CC2)nc2ccccc21	0.636
O=C(O)c1cccc(COCC(F)(F)C(F)F)c1	0.141
CC(C)CCNC(=O)CN(C(=O)Cn1nnc(-c2ccccc2F)n1)c1cccc2c1CCCC2	-7.99*

Grouped by structure: the compounds so far with an NH in an aromatic ring.
SMILES	Cav32 inh
O=C(O)c1ccc(-n2c(-c3ccccc3)n[nH]c2=S)cc1	-0.47
CCOC(=O)C1CCN(Cc2cn[nH]c2-c2ccccc2)CC1	-0.305
COc1ccc2[nH]c3c(N4CCC(O)(c5cccc(C(F)(F)F)c5)CC4)ncnc3c2c1	-2.28
CCOC(=O)C1CCCN(C(=O)C2CCN(S(=O)(=O)c3cnc[nH]3)CC2)C1 (stereo unspecified)	0.637
COc1ccc2cc(CN(CCCN3CCOCC3)Cc3nnnn3C3CCCCC3)c(=O)[nH]c2c1	-0.0322
Cc1cc(C)c(CSc2ncc(-c3ccc([N+](=O)[O-])cc3)[nH]2)c(C)c1	-1.97
Cc1cccc2cc(C(c3nnnn3C(C)(C)C)N(Cc3ccco3)CC3CCCO3)c(=O)[nH]c12 (stereo unspecified)	-1.06

Later entries.
SMILES	Cav32 inh
COc1ccc2oc(=O)c(C(=O)N3CCN(c4ccccc4)CC3)cc2c1	1.24
O=C1c2ccccc2S(=O)(=O)N1CC1CC(c2ccccc2)=NO1 (stereo unspecified)	-0.173
CCCCCCC(=O)Nc1nc(C)c(-c2csc(Nc3cc(OC)ccc3OC)n2)s1	-0.614
COC(=O)c1ccsc1NC(=O)CSc1nnnn1-c1ccccc1SC	-0.00767
COc1ccc(-n2c(SCC#N)nnc2-c2ccc(NS(=O)(=O)c3ccc(C)cc3)cc2)cc1	0.0291
C=CCn1c(=O)/c(=C/c2cc(OC)c(OC)c(OC)c2)s/c1=C(/C#N)c1nc2ccccc2n1C	-3.63
O=C(CSc1nnnn1C1CCCC1)N1CCN(C(=O)c2ccco2)CC1	0.97
Cc1ccccc1CN1[C@@H](Cc2ccccc2)COCCS1(=O)=O	0.149
Cc1ccccc1Nc1cc(=O)oc2ccccc12	-0.00976
COC(=O)Cn1c(C)nc(=O)c(-c2ccccc2)c1C	0.601
Cc1cc(C)c(C(=O)Nc2ccc(S(=O)(=O)Nc3onc(C)c3C)cc2)c(C)c1	0.553
Cc1ccc(-c2cc(-c3ccccc3C)[nH]n2)c(O)c1	-0.898
COc1ccc2nc(C)c3c(c2c1)OC(C)C3 (stereo unspecified)	-0.00929
CCCOC(=O)Nc1ccc(S(=O)(=O)Nn2cnnc2)cc1	0.812
CCOc1ccc(C2C(C(=O)OC)=C(C)N=C3SCCC(=O)N32)cc1OCC (stereo unspecified)	0.692
C=CCn1c(SCC(=O)NCCC2=CCCCC2)nc2ccc(Cl)cc2c1=O	-1.22
COc1ccc(-c2c(C)n([O-])c3c([n+]2=O)CCCC3)c(OC)c1	0.344
COC(=O)C1=C(CSc2nncn2C)NC(=O)NC1c1ccc(F)cc1 (stereo unspecified)	0.146
CN(C)c1ccc(NC(=O)N2CCOCC2)cc1	0.684
CCO[C@@H]1OC(C(=O)N2CCN(Cc3ccc4c(c3)OCO4)CC2)=C[C@H](c2ccc(Br)cc2)[C@H]1CCCO	-1.46
C[C@@H]1C=C(C(=O)NCc2nc3ccccc3[nH]2)O[C@H](OCCCCO)C1	0.621
COc1cccc(-c2nnc(NC(=O)c3cccc(F)c3)o2)c1	-3.5
Cc1cc(C)nc(Nc2n[nH]c(COc3ccc4ccccc4c3)n2)n1	1.27
CCOc1ccc(Nc2nc(Cc3nnc(SCC(=O)c4ccc(C)cc4)o3)cs2)cc1	0.198
CCOc1cccc(NC(=O)C2CC(=O)N(C)C2)c1 (stereo unspecified)	0.112
C=CCNc1nc2c(c(=O)[nH]c(=O)n2C)n1Cc1cccc(C)c1	0.0649
Cc1ccc(S(=O)(=O)CCC(=O)OCC(=O)N2CC(=O)Nc3ccccc32)cc1	-0.129
CC(NC(=O)c1cc2c(s1)CCCC2)C(C)(C)C (stereo unspecified)	0.0347
Cc1cc(C)nc(Nc2ncc(O)n2-c2ccccc2)n1	-0.0656
Cc1cc(=O)oc2c1c(C)nn2-c1nn[nH]n1	-0.0294
CCCCOC(=O)Nc1cccc(C(=O)OCC)c1	-0.7
Cc1nn(Cc2ccccc2)c(=O)n1N(C)c1ncc(C(F)(F)F)cc1Cl	-0.844
CCOc1cc(-c2cc(-c3ccc(C)cc3)nc(N)c2C#N)ccc1O	0.545
CN(c1ccc(C(=O)O)cc1)S(=O)(=O)c1ccc(Cl)cc1	1.61
COc1ccc(OC)c(NC(=O)C2CCCCC2C(=O)O)c1 (stereo unspecified)	0.193
O=c1c(-c2ccco2)[n+]([O-])c2ccccc2n1OCc1ccccc1	-0.175
CCCCNC(=O)C1CCCN(S(=O)(=O)c2ccc(-n3cnnn3)cc2)C1 (stereo unspecified)	-0.169
Cc1cccc(Oc2c(C=O)c3ccccc3n2C)c1	-2.67
CC(C)N1CCc2c(sc(NC(=O)c3cc(-c4cccs4)nc4ccccc34)c2C(N)=O)C1	0.0409
N#CCCn1cc(C(CC(=O)c2ccc(Br)cc2)C(=O)O)c2ccccc21 (stereo unspecified)	-0.22
CCN(CC)C(=O)CN(C#N)c1nc(NC(C)C)nc(NC(C)C)n1	0.987
CCOc1ccc2nc(N3CCCC(C(=O)NCCCN4CCOCC4)C3)sc2c1 (stereo unspecified)	-0.212
COc1cc(C)c(CNc2cc(C)cc(C)c2)cc1C	2.63
CC(SCC(=O)Nc1ccc(S(=O)(=O)N2CCCCC2)cc1)C(=O)O (stereo unspecified)	0.335
OC(CSc1ccccc1Cl)CN1CCN(c2ccccc2F)CC1 (stereo unspecified)	-3.39
CCOC(=O)CSc1snnc1-c1ccccc1	-0.727
COc1nc(NC23CC4CC(CC(C4)C2)C3)nc(OC)n1	-1.8
c1ccc2c(c1)oc1c(N3CCOCC3)ncnc12	0.245
COc1ccc(N2CCN(C(=O)C(OC(C)=O)c3ccccc3)CC2)cc1 (stereo unspecified)	0.312
CC(C)[C@H](NC(=O)NCCc1ccc(Cl)cc1)C(=O)O	1.44
COC(=O)c1sc(=S)sc1C(=O)OC	1.01
Nc1nc(N)c2[nH]cnc2n1	-0.0781
CSCCC(CO)NC(=O)OCc1ccccc1 (stereo unspecified)	0.151
CCCn1c(N)c(N2CCCCC2)c(=O)n(CC(=O)Nc2ccccc2)c1=O	0.186
CC(C)=CCc1c(O)c(CC=C(C)C)c2c(c1O)-c1cc(O)c(O)cc1CC2	-0.436
COc1cccc(CNC(=O)c2cc3c(C)nc4ccccc4c3o2)c1	0.117
CC(=O)Oc1ccc(/C=c2\sc3ncnn3c2=O)cc1	-1.82
O=C(Nc1nnc(C2CCCO2)s1)c1ccc(Br)cc1 (stereo unspecified)	0.895
Cn1cc(Cl)c(C(=O)OCC(=O)Nc2ccccc2)n1	0.21
Cc1occc1C(=O)N/N=C/c1cccs1	1
(next part)
SMILES	Cav32 inh
C=CCSc1nc2c(cc1C#N)CCC2	-0.107
Cc1cccc2cc(CN(Cc3nnnn3Cc3ccccc3)C3CCCC3)c(=O)[nH]c12	-0.981
COc1ccccc1NC(=O)CNC(=O)c1ccccc1	0.32
CCSc1nnc(-c2ccc(OC)cc2)o1	-0.964
CCn1c(COc2cccc(C)c2)nnc1SCC(=O)Nc1cccc(C(=O)OC)c1	-0.448
COc1ccccc1-c1cc(C(F)(F)F)nc(S(=O)(=O)CCCC(=O)NC(C)C)n1	0.02
Cc1ccc(Nc2cnn(C34CC5CC(CC(CC(=O)O)(C5)C3)C4)c(=O)c2Cl)cc1C	0.574
CCCNC(=O)CN(c1ccc(F)cc1)S(=O)(=O)c1ccc2c(c1)OCCO2	0.149
CCc1onc(C)c1C(=O)Nc1cc(C)ccc1OC	-0.369
CCOc1ccc(OCC)c2sc(C)nc12	0.476
OCCNc1nc(Nc2ccccc2Oc2ccccc2)nc(N2CCCC2)n1	-0.0328
COc1ccc(CN(CC(=O)NCc2ccco2)C(=O)CCC(=O)Nc2nccs2)cc1	-1.6
COc1ccc(OC2C(=O)N(Cc3ccc4c(c3)OCO4)C2c2cccs2)cc1 (stereo unspecified)	1.4
Cc1cc(C(=O)NCc2ccc(C(=O)O)o2)c(C)o1	0.935
O=C(Cn1cnc2c(oc3ccccc32)c1=O)c1ccccc1	0.0603
CCOC(=O)c1cc2sccc2n1CC(=O)O	-0.098
CC(=O)NCC(=O)OC(C)C(=O)Nc1ccc(C(C)=O)cc1 (stereo unspecified)	0.881
O=C1OCc2cc(NS(=O)(=O)c3cccs3)ccc21	0.299
COc1cc(CNCCc2ccccc2F)ccc1OCc1ccc(Cl)nc1	0.647
CCN1C(=O)CSc2ccc(C(=O)NCc3ccc(OC)cc3)cc21	-0.842

Arranged by value in Cav32 inh (descending): five from the list above.
SMILES	Cav32 inh
Cc1cc(C(=O)NCc2ccc(C(=O)O)o2)c(C)o1	0.935
CCOc1ccc(OCC)c2sc(C)nc12	0.476
CCc1onc(C)c1C(=O)Nc1cc(C)ccc1OC	-0.369
CCN1C(=O)CSc2ccc(C(=O)NCc3ccc(OC)cc3)cc21	-0.842
Cc1cccc2cc(CN(Cc3nnnn3Cc3ccccc3)C3CCCC3)c(=O)[nH]c12	-0.981

Continuation.
SMILES	Cav32 inh
CCN1CCCC1CNC(=O)Cn1cnc2sc(C)c(S(=O)(=O)N3CCC(C)CC3)c2c1=O (stereo unspecified)	-0.526
Cn1c(=O)cc(SCC(=O)NCC2COc3ccccc3O2)c2ccccc21 (stereo unspecified)	0.667
CC(O)c1cccc(NC(=O)CCC(=O)O)c1 (stereo unspecified)	0.194
CC1(c2nnc(-c3ccc(F)cc3)o2)CC(c2c(Cl)cccc2Cl)=NO1 (stereo unspecified)	-0.00223
COc1cc2c(cc1NC(=O)C1CCCO1)oc1ccccc12 (stereo unspecified)	-0.542
CCc1cc2cc(C(=O)Nc3ccc(F)cc3)sc2s1	0.107
COc1ccc(C2CC(c3ccc(Br)cc3)Nc3nc(N)nn32)cc1 (stereo unspecified)	-0.673
O=C1CC(c2ccccc2)Cc2nc(N3CCc4ccccc4C3)ncc21 (stereo unspecified)	-6.21*
COC(=O)c1ccc(CSc2nnnn2Cc2ccccc2)cc1	-3.18
Cc1ccc(NC(=O)c2cc(S(=O)(=O)c3ccccc3)ccc2Cl)cc1	-5.39*
CCN(CC)CCP(=O)(c1ccccc1)c1ccccc1	-4*
O=C(NCc1cn2ccsc2n1)c1c(F)cccc1Cl	-0.955
S=C1NCCOCCOCCOCCNC(=S)NCCOCCOCCOCCN1	0.983
COc1ccc(C(CNC(=O)CCOc2ccccc2)N(C)C)cc1 (stereo unspecified)	0.791

Screening results (PubChem BioAssay)

Only part of the results is shown (hit frequency here may not be typical).
